D1 ag: agonists of human D1 dopamine receptor; P21728; HEK293 T-REx D1 cells, calcium flux, agonist mode; 1% of 360,000 active; activation, % at 2 µM; AID 504660; in the data active = activation above about 30%; also: 0% is about no effect
Target sequence (P21728 whole entry, looked up): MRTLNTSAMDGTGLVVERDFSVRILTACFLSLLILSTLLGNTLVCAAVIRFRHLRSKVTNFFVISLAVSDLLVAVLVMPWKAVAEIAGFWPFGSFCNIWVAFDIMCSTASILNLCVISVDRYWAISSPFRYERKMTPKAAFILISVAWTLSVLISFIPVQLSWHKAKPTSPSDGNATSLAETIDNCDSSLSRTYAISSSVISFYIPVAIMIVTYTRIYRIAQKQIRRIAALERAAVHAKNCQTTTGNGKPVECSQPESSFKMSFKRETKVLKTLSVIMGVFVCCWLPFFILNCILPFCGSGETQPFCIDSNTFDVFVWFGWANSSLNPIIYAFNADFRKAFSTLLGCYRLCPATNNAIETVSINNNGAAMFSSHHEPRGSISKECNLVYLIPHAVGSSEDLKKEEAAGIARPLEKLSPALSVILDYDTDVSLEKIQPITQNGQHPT
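Tetracycline-induced HEK293 TREx D1 cells, force-coupled to calcium signalling, were dye-loaded with a no-wash calcium kit. Compound was pin-added after a 10 s baseline. Fluorescence was read kinetically at 1 cycle/s for 180 s, with calcium rises flagged as agonism.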
Apoferritin bind: binds horse apoferritin like a general anesthetic | P02791 | apoferritin/1-aminoanthracene competitive binding, fluorescence | Potency, µM (highest dose often 77.5 µM), inactives show at the top dose activity change, negative = displacement, actives largely listed as inhibitors | 0.074% of 350,000 active | AID 485281; also: potency is read from the fitted curve at half-maximal effect; % is scaled to controls: 0 for no effect and ±100 for the full control effect; nearly all actives have a fitted effect of over 20% in size
Target sequence (P02791 2-175 limits assumed): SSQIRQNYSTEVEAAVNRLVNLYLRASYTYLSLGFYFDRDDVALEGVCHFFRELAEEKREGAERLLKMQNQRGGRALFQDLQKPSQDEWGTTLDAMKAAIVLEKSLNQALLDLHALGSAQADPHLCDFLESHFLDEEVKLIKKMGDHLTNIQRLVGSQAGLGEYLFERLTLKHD
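Horse-spleen apoferritin (10 uM) was mixed with 50% saturated 1-aminoanthracene in PBS, exposed to compounds for 10 min at room temperature, and read for fluorescence (ex 380 nm, em 535 nm). Competitive displacement was fitted with a four-parameter Hill equation.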
D1 potentiator: enhances dopamine response at the human D1 receptor. P21728. HEK293 TREx D1 cells, calcium flux, dopamine EC20 potentiation. potentiation, % at 10 µM. 0.036% of 360,000 active. AID 504651; in the data active = potentiation above about 30%; also: 0% is about no effect
D1 antagonist: human D1 dopamine receptor antagonism; P21728; HEK293 TREx D1 cells, calcium flux, dopamine EC80; active compounds read low; activity change, negative = inhibition, % at 10 µM; 3.2% of 360,000 active; AID 504652; in the data active = activity change below about -30%; also: % is scaled to controls: 0 for no effect and ±100 for the full control effect
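After overnight tetracycline induction at 30 C, force-coupled D1 HEK293 cells took up a no-wash calcium dye at room temperature. Compounds were added and monitored 180 s, and the response to EC80 dopamine was then recorded.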
D2 PAM: positively modulates the human D2 dopamine receptor allosterically; 0.34% of 340,000 active; potentiation, % at 10 µM; HEK293 T-REx D2, calcium flux, EC20 dopamine potentiation; AID 485347;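 active = potentiation over 3 SD above the plate norm, cut at about 30% in these data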; also: 0% is about no effect
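Using a no-wash calcium dye in inducible, force-coupled HEK293 Trex cells expressing D2, we tracked fluorescence each second for 180 s after compound, then for 180 s after EC20 dopamine to detect augmented signalling.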
RXFP1 antagonist: blocks the human relaxin receptor RXFP1; Q9HBX9; HEK293-RXFP1, relaxin-stimulated cAMP HTRF, 30 min; active compounds read low; activity change, negative = inhibition, % at 57.5 µM; 0.59% of 350,000 active; AID 1259400;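 active = activity change of -60% or lower, but not beyond a set lower limit; inconclusive = change between -60% and -40%, or beyond the set limit; inactive = change above -40%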; also: % is scaled to controls: 0 for no effect and ±100 for the full control effect
TRHR agonist: activates the human TRH receptor; TRHR cells, calcium flux fluo-8, FDSS agonist mode; activation, % at 2 µM; 0.18% of 360,000 active; in the data active = activation above about 30%; also: 0% is about no effect
Target sequence (P34981 whole entry, looked up): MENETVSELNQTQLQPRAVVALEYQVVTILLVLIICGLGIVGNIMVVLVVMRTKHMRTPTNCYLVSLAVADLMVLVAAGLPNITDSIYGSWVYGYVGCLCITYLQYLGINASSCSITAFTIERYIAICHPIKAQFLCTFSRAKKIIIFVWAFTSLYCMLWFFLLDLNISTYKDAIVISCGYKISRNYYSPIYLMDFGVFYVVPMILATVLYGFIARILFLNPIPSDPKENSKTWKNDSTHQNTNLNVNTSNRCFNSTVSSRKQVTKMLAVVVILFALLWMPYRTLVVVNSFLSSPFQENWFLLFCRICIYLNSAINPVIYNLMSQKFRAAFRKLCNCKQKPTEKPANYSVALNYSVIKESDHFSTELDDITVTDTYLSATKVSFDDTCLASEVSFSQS
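Agonist-mode FDSS calcium read (Ex 480/Em 530, 1 s cycles) in 1536-well TRHR cells with fluo-8 dye, after 10-cycle baseline and 23 nL compound addition; TRH at EC20 (10 nM final) added afterwards for the enhancer phase.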
RXFP1 agonist: RXFP1 (human) receptor agonism | Q9HBX9 | HEK293T-RXFP1 cAMP TR-FRET, 30 min; response scale: percent of porcine relaxin response, buffer zero | Potency, µM (doses to about 57.5 µM), without a hit: at the top dose activation, actives largely listed as activators | 0.3% of 370,000 active; also: potency is read from the fitted curve at half-maximal effect; % is scaled to controls: 0 for no effect and ±100 for the full control effect; nearly all actives have a fitted effect of over 60% in size; many of its hits are not listed in these tables
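HEK293 cells stably expressing RXFP1, treated 30 min at 37C with compounds plus PDE4 inhibitor Ro 20174; cAMP measured by HTRF TR-FRET. Normalized to buffer and 29 nM porcine relaxin; EC50 by Hill fit.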
TRHR PAM: allosteric enhancers of human TRH receptor. 0.66% of 360,000 active. TRHR cells, fluo-8 calcium fluorescence, EC20 TRH enhancement. P34981. enhancement, % at 2 µM; in the data active = enhancement above about 30%; also: 0% is about no effect
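Enhancer read-out: after compound pinning and an initial kinetic agonist-mode read, an EC20 of TRH (10 nM final) was injected and fluo-8 calcium signal (Ex 480/Em 530) followed at 1 s/cycle for 100 cycles in TRHR-expressing cells.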
Starred values were filed as active, the others as inactive; ? = inconclusive; / = no result given; [ ] = remark or other dose. Unless noted, calls follow the shape of the dose curve; as a rule, active = well fitted curve in the direction sought with a large enough effect; inconclusive = small, poorly fitted or top-dose-only effect, or another doubt; inactive = no such curve, though single readings can be large; an effect the other way counts as inactive or inconclusive.

SMILES	D1 ag	D1 potentiator	TRHR agonist	RXFP1 antagonist	RXFP1 agonist	Apoferritin bind	TRHR PAM	D2 PAM	D1 antagonist
CCOc1cccc(N(C(=O)Cc2cccs2)C(C(=O)NC2CCCCC2)c2cccn2C)c1 (stereo not drawn)	4	9	1.5	-13	0.2%	-12%	-19	10	13
C=CCn1c(NC(=O)c2ccco2)nc2ccccc21	-1	9	2.6	4	2.1%	-13%	2	5	-11
O=S(=O)(c1ccc2ccccc2c1)N(CC(O)CN1CCOCC1)c1ccccc1 (stereo not drawn)	0	3	0.3	-2	0.0%	-10%	-7	6	-4
O=C(Nc1ccnn1C1CCN(Cc2ccccc2OC(F)F)CC1)c1cccc(F)c1	16	-4	1.2	-8	13%	-20%	-6	-23	-4
CC(C)Oc1ccc(CSc2ncn[nH]2)cc1	2	-6	-0.6	-9	0.5%	-11%	-4	3	-30
Cc1cccc(N2CCN(C(=O)c3cc4cc(F)ccc4[nH]3)CC2)c1C	1	-3	0.1	-10	-1.4%	-1%	-6	-5	-10
Cc1nc(SCC(=O)NC(=O)NCCC(C)C)c2c(-c3cccs3)csc2n1	5	3	1.0	14	-0.8%	0%	0	-7	11
CCOc1ccccc1-n1c(=S)sc2c(=O)n(-c3ccccc3)c(=S)[nH]c21	2	0	1.1	-28	0.1%	-6%	1	/	4
CCCCNC(=S)NNC(=O)c1cc(-c2cccnc2)nc2ccccc12	0	1	0.1	-31	0.3%	-10%	9	-22	-2
COc1ccc(-c2cc(=O)oc3cc(OCC(=O)N(C)C4CCS(=O)(=O)C4)ccc23)cc1 (stereo not drawn)	3	-3	0.2	8	0.2%	-12%	13	19	1
O=S(=O)(c1cnccc1N1CCN(/N=C/c2ccccc2)CC1)N1CCCCC1	1	1	-0.3	-1	-2.7%	-10%	-11	11	-6
CCC(=O)N1CCc2cc(S(=O)(=O)NCCC(=O)Nc3ccc(CC)cc3)ccc21	2	0	-1.0	-8	-0.7%	-9%	-3	-11	-29
CC(NCc1cccn1C)c1ccccc1 (stereo not drawn)	5	0	0.9	-1	-1.0%	-6%	-1	21	3
CCOC(=O)N1CCN(Cc2nc(N)nc(Nc3ccccc3C)n2)CC1	-2	-1	0.0	-2	-1.0%	-9%	1	10	/
COC(=O)c1cccc(NC(=O)c2ccco2)c1	1	-4	0.2	-4	0.0%	-10%	5	-18	25
O=C(N1CCN(c2cccc(Cl)c2)CC1)C1(c2cccs2)CCOCC1	0	11	0.0	/	2.6%	-1%	5	-6	-15
COCCCN1C(=O)CS/C1=N\S(=O)(=O)c1ccccc1	4	-3	0.4	3	2.0%	4%	3	6	-1
COc1ccc(NS(=O)(=O)c2ccc(C(=O)N3CCN(Cc4ccccc4)CC3)cc2)cc1	19	-5	0.4	0	1.0%	?	1	6	9
O=c1ccc2cc(S(=O)(=O)N3CCOCC3)ccc2o1	4	-3	0.3	4	1.3%	-4%	-2	-6	-10
Cc1ccccc1NC(=O)CSc1nnc2ccc(-c3ccccn3)nn12	3	-4	-0.3	0	5.2%	/	7	7	24
Cc1cc(C)nc(N2CCCC(C(=O)Nc3cccc(Cl)c3)C2)n1 (stereo not drawn)	3	-4	-1.6	-12	0.8%	-5%	-3	-12	13
COc1ccc2c(c1)c1nc3ccccc3nc1n2Cc1ccc(OC(C)C)c(OC)c1	12	-4	5.1	-19	0.7%	-8%	-5	-13	-4
Cc1ccc(-c2nn(-c3ccccc3)cc2C(=O)NCC2CCCO2)cc1 (stereo not drawn)	2	-4	-0.2	-20	0.3%	/	-6	3	-19
O=C(Nc1cccc(-c2nnc(-c3ccco3)o2)c1)C(c1ccccc1)c1ccccc1	4	1	1.1	15	1.1%	-8%	5	-9	7
CCC(C)[C@H](NC(=O)Nc1ccccc1F)C(=O)OC (stereo partly drawn)	0	-4	-0.8	-10	-1.1%	-13%	18	-12	-20
Cc1c(C)n(Cc2ccccc2)c2ccc(C(=O)NCC(C)c3ccccc3)cc12 (stereo not drawn)	1	-4	-0.1	-12	-0.5%	2%	-4	-5	11
Cc1cc(C)c2nc(N3CCCN(C(=O)c4cnccn4)CC3)c(C#N)cc2c1	0	-1	-1.7	6	1.6%	-5%	-6	1	5
NNc1nc2cccnc2n(CCNc2ncc(C(F)(F)F)cc2Cl)c1=O	2	-4	0.3	-29	0.2%	-5%	-6	10	9
Cc1occc(=O)c1OC(=O)Nc1ccc(Cl)c(Cl)c1	13	-20	1.3	12	-0.2%	-17%	0	-2	-47*
COc1ccc(Nc2ncnc3ccc(Br)cc23)cc1OC	0	-9	-0.6	-2	-2.6%	-5%	7	13	2

The list goes on:
SMILES	D1 ag	D1 potentiator	TRHR agonist	RXFP1 antagonist	RXFP1 agonist	Apoferritin bind	TRHR PAM	D2 PAM	D1 antagonist
COc1ccc(C(=O)COC(=O)c2cc(S(=O)(=O)NCc3ccccc3)ccc2O)cc1	-1	0	-0.7	-23	-0.2%	-21%	1	5	24
Cc1ccc(NC(=S)N2CCN(S(C)(=O)=O)CC2)cc1Cl	5	13	0.1	-5	-0.1%	2%	-4	21	9
CCOC(=O)C1CCN(C(=O)Cn2nc(C)n3nc(-c4ccc(OC)cc4)cc3c2=O)CC1	4	-2	-0.4	-2	0.4%	-3%	8	-9	-4
CC1=C/C(=C/N(C)c2ccccc2)C(=O)S1	2	11	0.6	1	-0.4%	-10%	-2	-6	1
COc1ccc(C2=CC(=O)OC3(CCCCC3)O2)cc1	1	2	-0.1	-14	-0.1%	?	2	-5	3
O=C(c1ccc(Cl)c(Cl)c1)N1CCC(=O)N(C(COCc2cccc(Cl)c2)Cc2ccccc2)CC1 (stereo not drawn)	8	-5	0.5	/	4.1%	2%	-6	-1	22
CC(C)(C)c1ccc(C(=O)N/C(=C\c2cccs2)C(=O)NCc2ccco2)cc1	12	1	-0.6	-21	-1.4%	-18%	0	/	-1
CCS(=O)(=O)c1cccc(C(=O)N2CCN(c3nc4c(C)ccc(Cl)c4s3)CC2)c1	9	-4	0.8	-7	2.9%	8%	-5	7	-26
CCC(C)CCN1C(N(C)C)=NC[C@@H]1Cc1ccccc1 (stereo partly drawn)	3	-5	0.2	/	0.5%	/	3	8	3
Cc1ccccc1NS(=O)(=O)c1cc(S(C)(=O)=O)ccc1C	1	-2	-0.1	4	0.7%	-9%	3	-1	10
CCOC(=O)C1CCN(C(=O)c2cccc(N3C(=O)NC4CC3(C)Oc3ccc(C)cc34)c2)CC1 (stereo not drawn)	0	-7	-0.8	1	2.5%	-12%	0	0	-3
Cc1cc(C(=O)N(C)C)sc1-c1ccccc1	2	-5	0.1	-7	-0.5%	-12%	2	-8	-10
Cc1ccc(S(=O)(=O)NCCCCCC(=O)Nc2ccccn2)cc1	-2	-4	-1.2	-3	0.5%	-14%	0	-15	/
O=C(NNS(=O)(=O)c1ccccc1C(F)(F)F)c1cc2ncc(C(F)(F)F)cc2s1	3	-5	-0.3	-14	4.8%	-6%	2	10	-19
CN1CCN(C2CCCCC2NS(=O)(=O)c2ccc(Cl)cc2)CC1 (stereo not drawn)	14	-5	-0.2	7	-0.5%	6%	7	8	3
CC(C)c1nc2ccc(C(=O)NCc3ccc(F)cc3)cc2o1	-2	1	-0.6	2	1.3%	-10%	2	-6	-19
CCOC(=O)c1[nH]c2c(c1Cc1ccccc1OC)C(=O)CC(c1ccc(OC)cc1)C2 (stereo not drawn)	6	0	1.1	-5	-0.2%	44%[activator]	-6	-6	8
Cn1c(SCc2ccccc2[N+](=O)[O-])nnc1-c1cccnc1	0	-3	-0.6	7	-0.2%	-4%	-3	4	0
COc1ccc(C(=O)OC(C)C(=O)NC2CCCc3ccccc32)cc1OC (stereo not drawn)	4	-4	-1.8	-1	3.3%	/	7	17	-16
COc1ccc(NC(=O)c2ccc(C(=O)c3cc(OC)ccc3OC)cc2)cc1	1	-4	0.3	-21	?	-9%	-1	/	3
CCOCCCNC(=S)N1CCCN(c2nc3c(C)c(C)ccc3cc2C#N)CC1	0	-2	-0.4	8	2.1%	0%	7	14	-3
CCn1c(SCC(=O)N(C)CCC#N)nc2cc(S(=O)(=O)N3CCOCC3)ccc21	4	-2	0.1	-3	4.3%	/	-2	-2	-2
CCCn1c(N)c(C(=O)CSc2nc(C)cs2)c(=O)n(C)c1=O	25	-11	-0.4	9	0.0%	-20%	8	-17	-15
COc1cc(OC)c2c(-c3ccccc3)cc(=O)oc2c1	0	-3	-0.8	/	1.9%	-9%	0	2	10
Cc1cc2c(=O)n(Cc3ccco3)c(SCC(=O)N3CCCc4ccccc43)nc2s1	-1	-4	0.3	-18	0.2%	4%	-1	-2	-7
O=C(NCc1ccco1)c1cc(-c2ccccc2)nc2ccccc12	1	6	-0.1	-7	1.3%	-21%	3	1	11
COc1ccc(OC)c(NC(=O)CSc2nnnn2-c2ccccc2F)c1	8	-5	-0.4	-15	-0.9%	-5%	8	9	-24
C[C@H](NC(=O)[C@@H]1Cc2ccccc2CN1)C(=O)NC[C@H]1CC[C@H](C(=O)O)CC1	0	12	1.3	10	-2.2%	8%	-1	-9	-5
Cc1ccc(N2C(=O)c3cccc4cccc(c34)C2=O)cc1	1	-1	-1.7	-1	0.3%	-4%	2	-5	20
CCN1CCN(Cc2c(O)ccc3c2O/C(=C\c2ccccc2)C3=O)CC1	51*	-6	9.6	2	13%	455%[activator]	3	/	-22
CCOC(=O)c1c(S(=O)(=O)Nc2cccc(-c3ccno3)c2)c(C)n(C)c1C	2	-7	-0.4	28	0.1%	-9%	16	2	18
CNc1nnc(CSc2nc(C)cc(C)n2)s1	3	1	-0.1	-5	3.8%	-8%	-1	-7	7

Looked up one by one from the entries so far, 3 records:
SMILES	D1 ag	D1 potentiator	TRHR agonist	RXFP1 antagonist	RXFP1 agonist	Apoferritin bind	TRHR PAM	D2 PAM	D1 antagonist
CC1=C/C(=C/N(C)c2ccccc2)C(=O)S1	2	11	0.6	1	-0.4%	-10%	-2	-6	1
COc1ccc(C(=O)OC(C)C(=O)NC2CCCc3ccccc32)cc1OC (stereo not drawn)	4	-4	-1.8	-1	3.3%	/	7	17	-16
Cc1ccc(NC(=S)N2CCN(S(C)(=O)=O)CC2)cc1Cl	5	13	0.1	-5	-0.1%	2%	-4	21	9

Only part of the results is shown; count on the stated rates, not on these rows.
